TEAD-YAP block: TEAD-YAP interaction inhibition; HEK-TIYL cells, TEAD-Gal4/YAP UAS-luciferase luminescence; inhibition, % at 9.12 µM; 640,000 tested, 1.4% active; in the data active = inhibition above about 32%;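 note: 0% = median of test compound wells and 100% = reference inhibitor wells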
FBW7 act: human FBW7 E3 ligase activation, primary screen | AlphaScreen FBW7–phospho-cyclin E peptide binding, activator screen | Q969H0 | normalized activity (activation), % at 26.1 µM | 650,000 tested, 0.13% active; in the data active = normalized activity above about 1.9%;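 note: purified mutant Fbw7 with reduced substrate affinity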
Target sequence (Q969H0 whole entry, looked up): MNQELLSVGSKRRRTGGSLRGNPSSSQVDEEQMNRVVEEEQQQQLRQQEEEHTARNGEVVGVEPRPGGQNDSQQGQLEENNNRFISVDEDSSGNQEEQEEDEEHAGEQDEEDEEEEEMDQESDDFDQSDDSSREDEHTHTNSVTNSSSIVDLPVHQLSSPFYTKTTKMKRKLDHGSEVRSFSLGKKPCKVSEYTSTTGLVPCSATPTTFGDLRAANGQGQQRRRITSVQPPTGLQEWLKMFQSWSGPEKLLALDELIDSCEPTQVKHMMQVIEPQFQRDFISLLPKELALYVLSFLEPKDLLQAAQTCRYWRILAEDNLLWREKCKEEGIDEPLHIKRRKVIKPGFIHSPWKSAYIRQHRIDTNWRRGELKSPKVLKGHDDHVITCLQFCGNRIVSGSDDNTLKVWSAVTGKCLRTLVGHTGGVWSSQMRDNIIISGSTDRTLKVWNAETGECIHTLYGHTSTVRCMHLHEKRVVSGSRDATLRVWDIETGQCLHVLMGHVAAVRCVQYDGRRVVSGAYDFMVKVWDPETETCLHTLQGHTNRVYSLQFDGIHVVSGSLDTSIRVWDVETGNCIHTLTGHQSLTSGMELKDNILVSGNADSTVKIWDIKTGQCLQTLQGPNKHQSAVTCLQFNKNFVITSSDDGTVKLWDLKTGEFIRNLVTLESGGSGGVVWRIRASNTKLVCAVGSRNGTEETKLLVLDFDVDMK
MITF primary: human MITF inhibition, primary screen | AlphaScreen MITF homodimerization, bead proximity signal | inhibition, % at 2.6 µM | 650,000 tested, 0.91% active; in the data active = inhibition above about 50%;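 note: 0% = vehicle wells with protein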
GPR151 ag: activators of human GPR151; PathHunter beta-arrestin GPR151 cells, luminescence; activation, % at 11.2 µM; 650,000 tested, 1% active; in the data active = activation above about 4.9%;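 note: 0% = median of compound wells and 100% = cells with positive control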
Starred values were filed as active, the others as inactive. Hits appear at their usual frequency; 3.4% or so of the library scored in one or more.

1: CN(c1ccc(Cl)cc1)S(=O)(=O)c1ccc2[nH]cc(C(=O)NCc3ccco3)c(=O)c2c1
2: Cc1cccc(NC(=O)Cn2c(=O)sc3ccccc32)c1
3: COc1ccc(OCCC(=O)OCC(=O)N2C(C)CCCC2C)cc1 (stereo unspecified)
4: Cc1cc(C)cc(Nc2nnc(SC(C)C(=O)O)s2)c1 (stereo unspecified)
5: O=C1CC(c2ccccc2)CC2=C1C(c1ccc3ccccc3c1)Nc1ccccc1N2 (stereo unspecified)

assay / entry,1,2,3,4,5
TEAD-YAP block,7.7,4.1,-2.8,-0.1,-5.7
FBW7 act,0.4,1.0,0.0,-0.1,-0.1
MITF primary,50.4,17.3,7.1,1.8,-7.9
GPR151 ag,0.8,0.1,0.7,1.4,-0.3

6: O=C(c1ccc(S(=O)(=O)N2CCCC2)cc1)N1CCC(c2nc3ccccc3[nH]2)CC1
7: CCC(=O)c1ccc(N2CCN(C(=O)c3ccccc3Br)CC2)c(F)c1
8: Cc1cccc(C)c1NC(=O)c1nc(S(C)(=O)=O)ncc1Cl
9: CCCCS(=O)(=O)N1CCN(CC(=O)c2ccco2)CC1
10: O=C(NCC1(O)CCCC1)c1cc(Cl)ccc1Cl

assay / entry,6,7,8,9,10
TEAD-YAP block,6.0,2.6,-24.7,-2.8,0.7
FBW7 act,0.1,0.0,-0.2,0.0,0.5
MITF primary,21.4,-28.3,-15.1,7.2,18.2
GPR151 ag,-1.5,-0.7,-0.4,1.0,-0.4

Part of the list above, reduced to FBW7 act and GPR151 ag:
| # | smiles | FBW7 act | GPR151 ag |
| --- | --- | --- | --- |
| 2 | Cc1cccc(NC(=O)Cn2c(=O)sc3ccccc32)c1 | 1.0 | 0.1 |
| 3 | COc1ccc(OCCC(=O)OCC(=O)N2C(C)CCCC2C)cc1 (stereo unspecified) | 0.0 | 0.7 |
| 4 | Cc1cc(C)cc(Nc2nnc(SC(C)C(=O)O)s2)c1 (stereo unspecified) | -0.1 | 1.4 |
| 5 | O=C1CC(c2ccccc2)CC2=C1C(c1ccc3ccccc3c1)Nc1ccccc1N2 (stereo unspecified) | -0.1 | -0.3 |

Going on with the list.
11: Cc1ccc(/C=N/NC(=O)c2cncc(Br)c2)c(O)c1
12: CCOc1ccccc1C1CC(c2ccc(OC)cc2)Nc2ncnn21 (stereo unspecified)
13: O=C(COc1ccc([N+](=O)[O-])cc1)Nc1ccc2oc(-c3ccc(F)cc3)nc2c1
14: Nc1ccc(N2C(=O)c3cccc4c([N+](=O)[O-])ccc(c34)C2=O)cc1
15: Cc1sc(NC(=O)Cc2ccccc2[N+](=O)[O-])c(C#N)c1C

assay / entry,11,12,13,14,15
TEAD-YAP block,16.8,-8.0,-11.1,4.5,4.3
FBW7 act,-0.1,-0.1,0.9,-0.2,0.0
MITF primary,-4.6,-0.5,2.1,9.8,18.6
GPR151 ag,-1.0,-0.5,-1.0,1.1,0.7

16: COC(=O)C1(OC)COc2ccccc2O1 (stereo unspecified)
17: CCN(CC)C(=O)c1c(COc2ccc(C)cc2)n(Cc2ccccn2)c(C)cc1=O
18: CCc1cccc(C)c1NS(=O)(=O)c1ccc(C)cc1
19: Cc1cc(OCC(=O)O/N=C(\N)c2cccc([N+](=O)[O-])c2)ccc1Cl
20: CCOc1ccc(-c2nnn(CC(=O)N3CCCCCC3)n2)cc1OCC

assay / entry,16,17,18,19,20
TEAD-YAP block,-4.0,3.4,3.0,7.8,-1.8
FBW7 act,0.2,-0.1,-0.1,-0.1,0.1
MITF primary,-8.2,3.6,-8.2,-15.4,-10.2
GPR151 ag,0.5,1.5,-0.7,-1.2,-1.4

21: COCCNCC(=O)N1CCN(S(=O)(=O)c2ccc(C)cc2)CC1
22: O=C(c1ccccc1)N1CCN=C1SCc1cccc([N+](=O)[O-])c1
23: CC(C)n1cnc2c(NCc3ccccc3)nc(Cl)nc21
24: CCOC(=O)C1=C(C)Nc2ccccc2N/C1=N\S(=O)(=O)c1ccccc1
25: CC1C2c3ccccc3C(c3ccccc32)C1C(=O)Nc1ccc(Cl)cc1Cl (stereo unspecified)

assay / entry,21,22,23,24,25
TEAD-YAP block,7.1,-0.7,-27.2,-2.1,-11.2
FBW7 act,-0.1,0.5,-0.1,0.0,0.1
MITF primary,4.4,4.4,-0.9,15.6,1.1
GPR151 ag,0.0,-0.5,0.9,0.8,-0.5

26: COc1cccc(CNC(=O)c2ccccc2I)c1
27: O=C(Nc1nc2ccc(-c3ccncc3)cc2s1)c1ccc2c(c1)OCCO2
28: Cc1ccc(-c2nc3cnccn3c2Nc2c(C)cccc2C)o1
29: COCCn1nnnc1C(CC(C)C)N1CCN(Cc2ccccc2)CC1 (stereo unspecified)
30: CCn1c(-c2ccc(-c3ccccc3)cc2)csc1=Nc1ccccc1

assay / entry,26,27,28,29,30
TEAD-YAP block,4.5,17.9,-5.6,11.4,-0.2
FBW7 act,0.2,-0.1,0.7,1.2,0.0
MITF primary,5.5,6.4,0.1,2.7,16.4
GPR151 ag,1.7,0.2,-0.2,-1.6,0.2

31: COc1cccc(-n2nnc3c(=O)n(Cc4ccccc4C)cnc32)c1
32: COc1ccc(CC(=O)N2CCC3(CC2)NC(=O)N(C)C3=O)cc1OC
33: Nc1nonc1-n1nnc(C(=O)N/N=C\c2ccncc2)c1CN1CCCCC1
34: COCCOC(=O)C1=C(C)NC2=C(C(=O)C(C(=O)OC)C(C)C2)C1c1ccccc1OC (stereo unspecified)
35: Cc1ccccc1N1C(=O)C(=O)/C(=C(/O)c2ccccc2)C1c1ccccc1F (stereo unspecified)

assay / entry,31,32,33,34,35
TEAD-YAP block,4.8,-4.9,18.3,-7.9,7.5
FBW7 act,-0.1,-0.2,-0.1,0.0,-0.1
MITF primary,-5.2,1.1,-9.9,-7.4,-1.4
GPR151 ag,1.4,-0.9,-0.7,0.8,-0.7

36: COc1ccc(-c2nn(C)c3sc(C(=O)O)cc23)cc1OC
37: CCOc1ccc(CCNC(=O)c2cc3ccccn3n2)cc1
38: CCc1ccccc1Nc1nc(-c2sc(C)nc2C)cs1
39: CN(Cc1nc2c(s1)CCCC2)C(=O)CCc1nnc(-c2ccccc2)o1
40: NC(=O)c1c(NC(=O)c2cc(Cl)ccc2[N+](=O)[O-])sc2c1CCCCC2

assay / entry,36,37,38,39,40
TEAD-YAP block,-2.9,3.0,-38.8,-3.0,3.8
FBW7 act,-0.2,0.0,0.0,-0.1,0.0
MITF primary,-3.9,-0.6,5.4,0.0,11.8
GPR151 ag,1.2,-0.2,-0.5,-0.7,-0.2

41: Cc1c(C(=O)Nc2ccc3c(c2)OCCO3)sc2nc(C)n(C)c(=O)c12
42: CCn1c(=S)sc2c(=O)n(-c3ccccc3)c(SCC(=O)Nc3nccs3)nc21
43: COc1cc(C(=O)O/N=C2\CCCc3c2ccc(OC)c3[N+](=O)[O-])cc(OC)c1OC
44: CCOC(=O)c1cc2c(=O)n3ccccc3nc2n(C2CCCCC2)c1=NC(=O)c1cc(OC)c(OC)c(OC)c1
45: COc1cccc(C(=O)N2N=C(C(F)(F)F)CC2(O)C2CCCCC2)c1 (stereo unspecified)

assay / entry,41,42,43,44,45
TEAD-YAP block,-56.9,12.5,2.0,-28.3,6.7
FBW7 act,-0.2,-0.1,0.0,-0.5,0.1
MITF primary,15.7,-0.4,21.7,-10.3,13.1
GPR151 ag,4.7,-1.1,-0.8,-0.2,1.2

46: C=CCNC(=O)c1sc(=S)n2c1[nH]c(=O)c1sccc12
47: O=S(=O)(c1ccc(Nc2ccc(OCc3ccccc3)cc2)nc1)N1CCOCC1
48: COc1cc(NC(=O)c2ccccc2)c(OC)cc1NC(=O)/C=C/c1ccc2c(c1)OCO2
49: CCCCCCn1c(CN2CCN(C)CC2)nc2c1c(=O)n(C)c(=O)n2C
50: Cc1cccc(C(=O)NCC(C)(C)CN=C2NS(=O)(=O)c3ccccc32)c1

assay / entry,46,47,48,49,50
TEAD-YAP block,-9.2,-2.5,4.9,-6.3,6.2
FBW7 act,0.4,0.0,-0.1,0.1,0.0
MITF primary,-6.2,7.1,-2.0,-2.4,-3.9
GPR151 ag,-1.6,-1.6,2.1,-0.6,4.1

51: N#C/C(=C\c1cccnc1)c1nc2ccc(Cl)cc2c(=O)[nH]1
52: CCCCC(=O)Nc1nnc(S(=O)(=O)N(C)Cc2ccccc2)s1
53: O=[N+]([O-])c1c(Br)ccc2nc(-c3ccccc3)c(-c3ccccc3)nc12
54: Cc1ccc(C2C3C(=O)N(c4cccc(C)c4)C(=O)C3N3CCCN23)cc1 (stereo unspecified)
55: COCCN1C(=O)c2ccccc2C(C(=O)NCc2cccnc2)C1c1cccs1 (stereo unspecified)

assay / entry,51,52,53,54,55
TEAD-YAP block,1.1,2.0,-2.6,-1.1,2.7
FBW7 act,-0.1,-0.1,-0.1,0.0,0.1
MITF primary,-14.7,-3.9,7.8,-5.2,0.7
GPR151 ag,-0.6,0.5,1.1,-2.5,0.1

56: CCCN(CCC)S(=O)(=O)c1ccc(NC(=O)/C=C/c2ccc([N+](=O)[O-])cc2)cc1
57: O=C(NCC1CCCO1)c1cccc(N2C(=O)C3CC=CCC3C2=O)c1 (stereo unspecified)
58: CCOCCCNC(=O)c1ccc(CNS(=O)(=O)c2ccc(F)cc2)cc1
59: CCOC(=O)CN1C(=O)CSc2ccccc21
60: O=S(=O)(/C=C/c1ccccc1)N1CCN(CC(O)COc2ccccc2F)CC1 (stereo unspecified)

assay / entry,56,57,58,59,60
TEAD-YAP block,0.9,-1.8,1.8,3.5,2.5
FBW7 act,-0.1,-0.1,0.0,-0.1,0.1
MITF primary,-14.5,8.6,-5.5,-0.6,59.9*
GPR151 ag,0.1,-1.2,1.6,0.6,-0.9

The final 3 compounds of the section above open the next one:
58: CCOCCCNC(=O)c1ccc(CNS(=O)(=O)c2ccc(F)cc2)cc1
59: CCOC(=O)CN1C(=O)CSc2ccccc21
60: O=S(=O)(/C=C/c1ccccc1)N1CCN(CC(O)COc2ccccc2F)CC1 (stereo unspecified)
61: OCCC1CN(Cc2cccn2-c2nccs2)CCN1Cc1ccsc1 (stereo unspecified)
62: Cc1ccc(S(=O)(=O)Oc2ccc(C=O)cc2)cc1[N+](=O)[O-]
63: Fc1ccccc1-c1cn2c3c(nnc2n1)CCCC3
64: CCn1nnc(-c2ccc(Nc3nccc(-c4cccc(N5CCOCC5)c4)n3)cc2)n1
65: COc1cc(NS(=O)(=O)c2ccc(NC(=O)c3ccc([N+](=O)[O-])cc3)cc2)nc(OC)n1

assay / entry,58,59,60,61,62,63,64,65
TEAD-YAP block,1.8,3.5,2.5,4.7,3.6,92.1*,10.1,-0.9
FBW7 act,0.0,-0.1,0.1,-0.1,0.1,-0.1,0.3,0.0
MITF primary,-5.5,-0.6,59.9*,3.0,2.6,-1.3,9.5,11.1
GPR151 ag,1.6,0.6,-0.9,1.4,-0.5,-0.7,1.1,-0.5

66: COC(=O)c1sc2nc(CN3CCC[C@H]3CO)ccc2c1NC(=O)c1cccc(F)c1
67: COc1ccc(-n2nc([N+](=O)[O-])c(=NCCc3ccc(OC)c(OC)c3)n2O)cc1
68: COc1ccc(CNC(=O)c2cc(S(=O)(=O)N3CCCC3)ccc2F)cc1
69: COc1ccc(C2=C/C(=C/c3cccc(OC)c3)C(=O)O2)cc1
70: CC(=O)NC(=O)COC(=O)C(CC(C)C)NC(=O)c1ccc(Cl)cc1 (stereo unspecified)

assay / entry,66,67,68,69,70
TEAD-YAP block,8.7,22.9,-14.3,2.9,-2.8
FBW7 act,0.0,0.0,1.2,-0.5,0.2
MITF primary,0.5,6.8,10.7,32.8,10.9
GPR151 ag,-0.8,-1.2,-0.7,0.1,-2.7

Shown with values under each structure: entries from further up
Values in the order – TEAD-YAP block	FBW7 act	MITF primary	GPR151 ag
10	O=C(NCC1(O)CCCC1)c1cc(Cl)ccc1Cl
  0.7	0.5	18.2	-0.4
11	Cc1ccc(/C=N/NC(=O)c2cncc(Br)c2)c(O)c1
  16.8	-0.1	-4.6	-1.0

(next part)
71: O=C(Nc1cc(C(F)(F)F)ccc1Cl)C(O)(c1ccccc1)c1ccccc1
72: N#Cc1ccc(NC(=O)c2cncc(Br)c2)cc1
73: CCCOC(=O)c1cccc(NC2=C(Cl)C(=O)N(c3ccc(OC)cc3)C2=O)c1
74: Cc1ccc(-n2c(SCC(=O)NCCc3ccc(S(N)(=O)=O)cc3)nc3ccsc3c2=O)cc1C
75: COC(=O)C1=CN(Cc2ccc(F)cc2)C=C(C(=O)OC)C1c1ccccc1OCc1ccccc1

assay / entry,71,72,73,74,75
TEAD-YAP block,0.6,-7.3,6.8,11.6,4.6
FBW7 act,0.0,0.9,0.1,0.1,0.6
MITF primary,-2.6,10.1,25.1,12.4,-27.9
GPR151 ag,0.1,-2.1,-0.7,0.5,0.7

76: O=C(CSc1nc2ccccc2s1)Nc1nc2c(ccc3ccccc32)s1
77: CCOC(=O)CNC(=O)/C=C/c1cccc(Cl)c1
78: CC(=O)c1cc(C(=O)NCC2Cc3cccc(-c4ccc(C(N)=O)cc4)c3O2)cs1 (stereo unspecified)
79: COc1ccc(NC(=O)CN2CCC(Nc3nc4c(c(=O)[nH]3)CCCC4)CC2)cc1
80: COc1ccc(OC)c(/C=C/c2[nH]c(=O)[nH]c(=O)c2[N+](=O)[O-])c1

assay / entry,76,77,78,79,80
TEAD-YAP block,-3.2,0.9,-2.6,5.5,-0.6
FBW7 act,0.0,0.3,0.5,-0.1,-0.3
MITF primary,4.3,12.8,-4.2,0.7,2.9
GPR151 ag,1.9,-0.3,-0.3,-0.3,2.3
